MITF TRPM1 HTS: MITF TRPM1 promoter activation in melanoma cells; SK-MEL-5 TRPM1-promoter luciferase, 24 h; % of positive control, neutral wells = 0; activation, % at 12.5 µM; 300,000 compounds, 0.75% hits;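 active = mean activation of at least 80% with every replicate also reaching 80%; inconclusive = mean reaches 80% but some replicate falls short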;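 note: 0% = neutral control wells and 100% = parthenolide positive control wells; values of inactives mirror those of a sister screen read the other way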
phage Ecoli inh: E. coli growth loss with phage present | growth absorbance | inhibition, % at 11.9 µM | 360,000 compounds, 0.26% hits; in the data active = inhibition above about 11%
CAL PDZ FP-1: CAL PDZ (human) peptide binding inhibition. 300,000 compounds, 0.92% hits. AID 602252. Q9HD26. purified CAL PDZ, TMR-peptide fluorescence polarization, 1 h. inhibition, % at 24.9 µM;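 active = mean inhibition of at least 30% with at least half of replicates also reaching 30%; inconclusive = no clear call, values can overlap the other calls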;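 note: 0% = DMSO neutral control and 100% = excess unlabeled competitor peptide PRC23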
SR-BI HDL uptake: inhibitors of mouse SR-BI mediated HDL lipid uptake. Q61009. ldlA[mSR-BI] CHO cells, DiI-HDL uptake fluorescence, 3 h. inhibition, % at 12.5 µM. 320,000 compounds, 0.96% hits;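 active = mean replicate inhibition of at least 70% and a set share of replicates each scoring 70 or more; inconclusive = meets just one of the two criteria; inactive = fails both criteria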;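 note: 0% = median of neutral control wells and 100% = median of positive control wells; values of inactives mirror those of a sister screen read the other way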
Target sequence (Q61009 whole entry, looked up): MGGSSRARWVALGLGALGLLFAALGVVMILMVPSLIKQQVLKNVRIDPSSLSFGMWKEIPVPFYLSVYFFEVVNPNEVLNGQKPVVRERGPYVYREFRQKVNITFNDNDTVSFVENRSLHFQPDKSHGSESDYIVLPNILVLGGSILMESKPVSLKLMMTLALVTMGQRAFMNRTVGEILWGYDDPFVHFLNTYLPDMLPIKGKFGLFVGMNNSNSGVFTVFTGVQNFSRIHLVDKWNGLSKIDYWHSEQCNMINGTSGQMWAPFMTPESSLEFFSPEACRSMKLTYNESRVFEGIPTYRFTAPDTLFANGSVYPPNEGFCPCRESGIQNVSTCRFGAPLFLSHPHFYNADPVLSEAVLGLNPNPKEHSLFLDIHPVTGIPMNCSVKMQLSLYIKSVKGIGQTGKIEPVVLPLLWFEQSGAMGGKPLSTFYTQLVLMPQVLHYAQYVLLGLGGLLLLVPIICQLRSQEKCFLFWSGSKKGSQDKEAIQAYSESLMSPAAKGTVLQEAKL
Wnt act: activators of Wnt/beta-catenin signaling. Wnt/beta-catenin reporter cell assay, activator, plate reader. activation, % at 9.35 µM. 300,000 compounds, 1.2% hits. AID 743398; in the data active = activation above about 30%, passing the limit was not always enough; inconclusive = no clear call, values can overlap the other calls;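 note: 0% = neutral control wells and 100% = positive control wells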
Tat transport: E. coli Tat transport inhibition; E. coli MC4100 TorA-mCherry Tat export, fluorescence; 340,000 compounds, 0.036% hits; inhibition, % at 10 µM;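 active = mean replicate inhibition at least 50% and at least half of replicates individually reaching 50%; inconclusive = only one of the two criteria met; inactive = neither criterion met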;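 note: exported cargo escapes ClpAP degradation while cytoplasmic cargo is degraded and loses fluorescence; 0% = median of neutral control wells and 100% = median of NaSCN control wells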
AddAB inh: less growth of phage-infected E. coli with AddAB; inhibition, % at 11.9 µM; E. coli expressing H. pylori AddAB, absorbance growth; 330,000 compounds, 0.29% hits; in the data active = inhibition above about 12%;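 note: 0% = vehicle wells of infected cells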
Ecoli viability: bacterial growth inhibition, counter-screen for AddAB inhibitors; E. coli V3065 growth, OD600 absorbance, 18 h; inhibition, % at 11.9 µM; 330,000 compounds, 0.27% hits;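 active = inhibition above the campaign's mean inhibition across all tested compounds plus 3 SD, cut at about 9.9% in these data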;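 note: uninfected addAB+ strain grown without phage in ampicillin broth; 0% = DMSO wells and 100% = ciprofloxacin 0.95 µg/ml wells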
CAL PDZ FP-2: blocks peptide binding to human CAL PDZ domain | Q9HD26 | purified CAL PDZ, TMR-peptide fluorescence polarization, 1 h | inhibition, % at 20 µM | 330,000 compounds, 0.02% hits | AID 504414;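 active = highest replicate inhibition of at least 40%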;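 note: plate controls were DMSO neutral control wells for no effect and unlabeled competitor peptide control wells for full effect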
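material = purified tagged CAL PDZ domain construct (CerCALP) | buffer or medium = sodium phosphate/NaCl buffer pH 7.4 with TCEP, IgG, Thesit | reagent = TMR-labelled reporter peptide T*-PRC34 bound in PDZ groove | incubation = 1 h room-temperature incubation prior to read | measured by = fluorescence polarization (mP) | evaluation = percent inhibition from loss of millipolarization | control set = unlabelled peptide and DMSO controls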
SR-BI uptake up: activators of SR-BI mediated HDL lipid uptake. CHO ldlA[mSR-BI] cells, DiI-HDL uptake fluorescence, 3 h; 100 = double the neutral-control signal. activation, % at 12.5 µM. AID 504775. 320,000 compounds, 0.096% hits;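 active = mean replicate activation of at least 60% and every replicate at or above 60%; inconclusive = mean or all-replicate condition met, but not both; inactive = mean below 60% and not all replicates reaching 60%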;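 note: 0% = median plate neutral-control signal and 100% = twice that signal; values of inactives mirror those of a sister screen read the other way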
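system = CHO ldlA[mSR-BI] cells, LDL receptor-null, SR-BI overexpressing | medium = Ham's F12 with 0.5% BSA, HEPES 25 mM, pH 7.4 | probe or stimulus = DiI-HDL 10 µg/mL | compound dosing = single-point compound dose | incubation = compound exposure 3 h, 37 °C | technique = DiI fluorescence, bottom read | read-out = cell-associated DiI fluorescence as measure of HDL uptake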
The depositor's hits bear a star; ? = inconclusive; . = not tested or not shown.

SMILES	MITF TRPM1 HTS	phage Ecoli inh	CAL PDZ FP-1	SR-BI HDL uptake	Wnt act	Tat transport	AddAB inh	Ecoli viability	CAL PDZ FP-2	SR-BI uptake up
Cc1cccc(NC(=O)N(C)Cc2cccs2)c1	13.3	3.4	-1.7	8.3	10.7	0.3	4.6	0.7	-6.2	-8.3
CCc1ccc(N2CC(C(=O)OC)CC2=O)cc1 (stereo not drawn)	3.4	0.8	4.4	-5.7	-1.2	-13.2	-0.8	-1.4	-0.4	5.7
COCCn1c(N)c(NCc2ccccc2)c(=O)n(CC(=O)Nc2cc(C)ccc2C)c1=O	-8.4	0.1	5.3	21.0	-2.4	-11.1	2.0	-0.3	-0.2	-21.0
O=c1[nH]nc(CSCc2ccccc2Cl)[nH]1	-1.3	1.5	-3.4	-28.9	.	-9.7	0.6	3.2	-0.1	28.9
CC(=O)Oc1ccc2ccc3ccc(C(C)=O)cc3c2c1	14.8	2.5	-2.6	15.5	5.1	0.4	.	.	0.0	-15.5
COc1ccc2oc(=O)cc(-c3cc4ccccc4o3)c2c1	5.1	0.9	-2.7	47.9	0.8	-4.5	-1.4	-1.1	-3.4	-47.9
CCC(=NC)C1=C(O)CC(c2ccccc2)CC1=O (stereo not drawn)	26.8	0.6	70.7*	5.8	-0.6	6.6	3.3	1.0	.	-5.8
COc1ccc(N=C2SC(C(=O)O)CC(=O)N2Cc2ccc(OC)c(OC)c2)cc1 (stereo not drawn)	.	2.8	-1.2	-0.7	-4.7	?	-0.7	-2.5	-0.1	0.7
CC1CCC2(CC1)NC(=O)N(CC(=O)NC(=O)NC1CCCC1)C2=O (stereo not drawn)	-6.8	0.1	-5.9	-18.5	.	-12.0	1.8	0.9	-1.0	18.5
COc1ccc(C(=O)NCCNC(=O)c2cnccn2)cc1	-3.8	-0.3	.	.	1.6	-5.2	2.2	-1.9	-0.3	.
O=C(OCC(=O)c1c[nH]c2ccccc12)c1cccc(O)c1	54.2	3.6	-3.4	-5.6	-3.6	7.5	2.6	1.7	-1.6	5.6
NC(N)=NCCCC(NC(=O)c1ccccc1)C(=O)Nc1ccc2ccccc2c1 (stereo not drawn)	-2.0	4.3	-3.6	2.6	0.8	-7.5	1.3	2.6	-5.1	-2.6
O=C(c1ccco1)c1cn(CC(=O)N2CCCCCC2)c2ccccc12	-8.4	0.3	-1.4	4.8	-0.2	-7.8	-0.5	-1.8	-0.4	-4.8
CCOc1ccc(-n2c(SCC(=O)NC3CCS(=O)(=O)C3)nnc2-c2cccnc2)cc1 (stereo not drawn)	-0.5	0.8	5.0	-11.1	-0.9	0.8	-2.4	-1.0	0.2	11.1
COc1cc(OC)cc(C(=O)OCC(=O)Nc2sccc2C(N)=O)c1	16.8	4.4	.	20.1	0.1	-0.9	-1.9	-2.5	-3.0	-20.1
COc1cccc(COC(=O)CSCC(=O)Nc2cccc(C)c2)c1OC	2.3	0.7	-1.5	-16.7	3.8	1.2	-2.2	-3.4	-0.3	16.7
Cc1nc(N2CCN(c3ccccn3)CC2)c2c(C)c(C(=O)Nc3ccccc3F)sc2n1	10.8	-0.5	-2.3	45.1	2.4	5.8	4.7	3.0	-3.5	-45.1
CCC/C=N/NC(=O)c1ccc(F)cc1	-8.2	4.7	0.8	-44.2	-1.1	-3.4	1.3	-0.9	-0.1	44.2
COc1ccc(NS(=O)(=O)c2ccc(O)c(NC(=O)c3ccc(S(=O)(=O)N4CCCC4)cc3)c2)cc1	6.0	-3.1	-0.8	.	0.8	1.1	1.2	3.0	-2.6	.
O=C(OCC(=O)N1CCN(S(=O)(=O)c2ccc(Cl)cc2)CC1)C1CC1	1.2	1.6	-5.5	-1.0	-3.2	-4.6	-1.3	-0.5	-0.7	1.0
N#CC1=C(N)N2C(=C(C#N)C13CCN(Cc1ccccc1)CC3)Nc1ccccc12	2.1	1.8	.	-2.5	.	-4.3	1.5	-1.5	-1.0	2.5
COc1cccc(NC(=O)Nc2cc(C)ccc2F)c1	.	2.1	-3.6	13.3	.	-3.7	1.6	-0.2	0.0	-13.3
CC(C)NC(=O)c1ccc2c(c1)N(CC(=O)N1CCCC1)C(=O)C(C)(C)O2	.	1.9	-3.1	7.2	0.0	-25.7	3.5	1.9	-0.8	-7.2
O=c1[nH]c(SCc2ccc(Cl)cc2)nc2ccccc12	-4.3	2.7	3.4	-42.2	2.1	2.0	5.0	1.4	-3.0	42.2
O=C(CSc1ccccc1F)Nc1ccc(N2CCOCC2)cc1	69.3	1.5	.	-9.2	14.7	-7.7	0.4	0.3	0.0	9.2
Cc1ccc(/C(O)=C2\C(=O)C(=O)N(CC(C)O)C2c2ccccn2)cc1 (stereo not drawn)	-3.3	-0.5	-2.9	-13.4	-0.2	-3.3	2.8	-2.1	-2.0	13.4
NNC(=O)c1cc(-c2cccs2)nc2ccccc12	-1.2	-1.4	2.2	.	-1.8	27.0	1.9	-0.2	-0.6	.
O=C(CNC(=O)c1cccs1)NCC(=O)OCc1ccc(F)cc1	3.4	1.5	-0.4	-2.4	2.3	12.9	3.0	-0.9	-2.0	2.4
CN(C)CC(O)COc1ccc(C(C)(C)c2ccc(OCC(O)CN(C)C)cc2)cc1 (stereo not drawn)	-64.8	1.7	-2.6	-29.6	-7.7	6.8	1.2	0.4	-1.8	29.6
CCCC(=O)NCc1cc(-c2nn(C)c(=O)c3ccccc23)ccc1C	-3.7	2.2	-17.9	-8.1	-1.3	-1.3	1.1	-0.6	-1.6	8.1
Cc1nc2cc3ccccc3cc2c(=O)[nH]1	10.9	5.2	-3.1	4.4	-1.7	-2.9	-1.3	-2.4	.	11.5
O=c1[nH]c(NCCO)nnc1Cc1ccccc1	3.2	-2.0	-0.3	-19.4	-1.1	5.9	1.7	2.9	-2.3	19.4
CC(=O)c1ccc(N2CCN(C(=O)Nc3ccc(C)cc3)CC2)cc1	-5.4	2.8	.	.	-1.1	-5.5	4.9	0.3	-0.7	.
O=C(Cc1ccc(F)cc1)N1CCC(N2CCC(C(=O)N3CCOCC3)CC2)CC1	-7.3	2.3	-6.8	-37.0	-0.2	0.0	-0.2	-0.8	-1.5	37.0
CCOc1ccc(S(=O)(=O)N2CCCCC2)cc1NC(=O)Cc1ccccc1	-52.5	6.1	-4.9	-9.7	0.0	5.7	0.9	-3.3	-0.3	9.7
CCN(CC)CCOC(=O)c1ccc(Cl)cc1	-0.9	0.6	0.1	-13.4	-2.7	0.2	1.5	0.6	.	13.4
CCOC(=O)c1c(O)c2cccc3c2n(c1=O)CC3	.	0.7	-1.2	-16.0	4.1	18.4	1.5	-0.7	-0.7	16.0
O=C(NC1CCCCCCC1)c1ccc(CNc2c(N3CCOCC3)c(=O)c2=O)cc1	11.9	0.8	.	3.7	-2.8	1.5	1.5	-1.5	-1.4	-3.7
CCn1c(=O)c(-c2ccccc2)c(O)c2ccccc21	.	1.5	-1.2	-32.9	0.5	-12.3	2.3	1.5	-0.1	32.9
O=c1c2[nH]c3ccc(Cl)cc3c2ncn1Cc1ccccn1	-3.0	0.2	-0.5	-7.1	.	-6.9	.	.	-0.2	7.1
O=C(CN1CCN(c2ccccc2O)CC1)Nc1ccccc1C(=O)NCCc1ccccc1	33.2	-0.4	0.3	-6.9	21.1	7.5	1.1	-0.6	-0.8	6.9
CCOC(=O)C1Cn2c(nc3c(c2=O)C2(CCCC2)Cc2ccccc2-3)S1 (stereo not drawn)	-3.9	1.8	6.4	20.6	.	15.2	3.8	0.5	0.6	-20.6
CC(C)=CCC/C(C)=C/CC/C(C)=N/O	.	3.2	2.4	10.4	0.3	0.5	2.8	1.0	-1.4	10.8
CCCn1c(C(C)NC(=O)c2ccccc2)nc2ccccc21 (stereo not drawn)	-11.4	1.6	-0.2	-14.6	0.2	2.4	.	.	-2.0	14.6
COC(=O)CCC(=O)Nc1nnc(C(F)(F)F)s1	13.7	4.4	-2.3	-23.0	-2.4	1.6	0.4	-0.1	-2.7	23.0
CCOC(=O)Nc1cccc(OCC(=O)Nc2ccc(OC)cc2OC)c1	10.3	3.4	-1.4	14.1	-0.9	-13.0	-0.9	-2.4	-1.1	-14.1
O=C(NC1CCCCCCC1)c1cccc(S(=O)(=O)N2CCOCC2)c1	15.9	4.1	-0.9	5.0	-5.2	4.8	.	.	-1.0	-5.0
COc1ccccc1OC(C)C(=O)Nc1ccccc1C(=O)NCc1cccnc1 (stereo not drawn)	6.1	0.5	-1.5	-1.8	-0.4	1.6	2.8	-3.9	-2.8	1.8
CCCCCCCC/C=C\CCCCCCCC(=O)NCCc1ccc(O)c(O)c1	-40.8	8.5	-6.3	-2.3	-1.7	10.8	2.1	3.6	-1.7	2.3
CN(C)c1oc(-c2ccccc2Cl)nc1C#N	10.7	2.5	-2.3	6.7	1.6	-4.3	-0.6	-5.2	-2.8	-6.6

Following part
SMILES	MITF TRPM1 HTS	phage Ecoli inh	CAL PDZ FP-1	SR-BI HDL uptake	Wnt act	Tat transport	AddAB inh	Ecoli viability	CAL PDZ FP-2	SR-BI uptake up
Cc1cc(OCC(=O)Nc2ccc(S(=O)(=O)NC3=NCCCCC3)cc2)c(C(C)C)cc1Cl	0.6	3.8	1.8	2.4	-10.0	8.3	0.5	-2.3	-0.1	-2.4
CCCCOc1ccc(N(CC(=O)NC2CCCC2)C(=O)CCC(=O)Nc2ccccn2)cc1	-10.5	0.6	8.7	-4.9	-5.8	-7.9	4.7	2.1	-0.5	4.9
CCOC(=O)c1c(C=O)c(C)n(Cc2ccccc2Cl)c1C	.	0.0	.	19.8	-4.7	-1.6	-1.9	-0.2	-1.8	-19.8
CCn1ccnc1CN(C)C(=O)c1cc(COc2c(F)cccc2F)on1	-9.9	3.2	-2.1	16.5	-4.6	1.1	0.3	-2.1	-2.2	-16.5
CC(=O)c1ccc(N2C(=O)NC3(CCCCC3)C2=O)cc1	13.8	-1.9	.	8.7	.	-8.0	3.0	1.1	0.1	-8.7
CCOC(=O)CC(=O)Nc1nnc(C(C)C)s1	.	1.8	37.9*	-3.2	-3.7	-0.8	-0.3	-1.0	-1.2	3.2
O=C1COc2ccc(C(=O)COC(=O)Cc3ccccc3F)cc2N1	-5.2	3.5	-1.5	4.4	-1.6	-4.5	1.2	1.4	-1.3	-4.4
Nc1nc(Nc2cccc(F)c2)nc(NCCO)c1[N+](=O)[O-]	.	0.0	.	18.5	0.4	3.2	-0.3	-1.2	-0.9	-18.5
C=CCOC(=O)C1=C(C)Nc2nnnn2C1c1cc(OC)ccc1OC (stereo not drawn)	5.2	3.7	-3.6	2.3	.	-7.4	2.0	0.2	-0.8	-2.3
